RAD54 branch: RAD54 (human) branch migration inhibition | Q92698 | RAD54 Holliday junction branch migration, FAM/BHQ fluorescence | inhibition, % at 10.4 µM | 0.14% of 360,000 active | AID 602329;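 active means mean normalized replicate activity at least 40 and at least half of replicates scoring 40 or more; inconclusive means only one of the two criteria met; inactive means mean below 40 and under half of replicates reaching 40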;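 further: 0% = median of neutral control wells and 100% = median of positive control wells; inhibitors cause a drop in the FAM fluorescence signal; in these data hits start at about 50%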
RAD52 inh: inhibitors of human RAD52 DNA annealing. inhibition, % at 18.7 µM. recombinant RAD52 DNA annealing, FRET fluorescence. P43351. 0.46% of 360,000 active;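 active means every replicate showing at least 50% inhibition; inconclusive means mean inhibition at least 50% but not in every replicate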
ERp5 inh: ERp5 (human) disulfide isomerase inhibition | inhibition, % at 9.99 µM | 0.05% of 350,000 active | ERp5 insulin aggregation, absorbance 650 nm, 90 min | AID 651711 | Q15084;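 active means mean replicate inhibition above about 25%, with every replicate also reaching it, limit read from the data, passing the limit was not always enough; inconclusive means only one of those two criteria met; inactive means neither criterion met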
Target sequence (Q15084 whole entry, looked up): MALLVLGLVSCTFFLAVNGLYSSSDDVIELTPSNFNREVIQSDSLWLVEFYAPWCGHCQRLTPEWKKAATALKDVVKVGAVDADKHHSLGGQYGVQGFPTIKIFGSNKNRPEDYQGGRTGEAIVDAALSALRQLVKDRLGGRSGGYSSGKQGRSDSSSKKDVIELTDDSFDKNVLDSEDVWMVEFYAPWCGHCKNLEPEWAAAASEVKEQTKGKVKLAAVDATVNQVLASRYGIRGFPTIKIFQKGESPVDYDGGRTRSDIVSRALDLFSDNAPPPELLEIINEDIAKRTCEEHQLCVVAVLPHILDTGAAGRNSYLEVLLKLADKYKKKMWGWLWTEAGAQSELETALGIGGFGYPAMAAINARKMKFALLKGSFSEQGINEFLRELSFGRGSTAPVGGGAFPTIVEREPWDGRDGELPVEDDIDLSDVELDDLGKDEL
PglD inh: blocks C. jejuni PglD acetyltransferase activity | inhibition, % at 12.5 µM | purified PglD enzyme, DTNB colorimetric CoA detection | 0.098% of 360,000 active; in the data active means inhibition above about 16%, passing the limit was not always enough; inconclusive means no clear call, values can overlap the other calls; further: strong numbers were not always called active
ARNT TACC3 PPI: ARNT/TACC3 interaction disruption | inhibition, % at 9.99 µM | Q9Y6A5 | 0.66% of 390,000 active | AlphaScreen His-ARNT PAS-B/GST-TACC3 binding, luminescence; TACC3 fragment carries E629A point mutation;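 active means mean inhibition of replicates at least 50% and at least half of replicates each reaching 50%; inconclusive means half or more replicates reach 50% but mean below 50%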;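 further: 0% = complete ARNT plus TACC3 wells and 100% = ARNT alone without TACC3; many hits fall short of the cut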
E-selectin induc: induces E-selectin expression in human endothelial cells. P16581. HUVEC E-selectin immunofluorescence imaging; normalized: neutral wells 0, TNF-alpha wells 100. activation, % at 7.58 µM. 0.37% of 260,000 active. AID 686992;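 active means mean E-selectin-positive cell signal at least 10% of the positive control, reached in at least 60% of replicates, without over 20% cell loss; inconclusive means no rule given, readout overlaps actives, possibly toxicity-flagged; inactive means the rest, including those meeting only one limit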;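 further: in these data hits start at about 27%; measured in HUVEC primary endothelial cells; signal is the percent of cells scored E-selectin positive by PE staining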
Target sequence (P16581 whole entry, looked up): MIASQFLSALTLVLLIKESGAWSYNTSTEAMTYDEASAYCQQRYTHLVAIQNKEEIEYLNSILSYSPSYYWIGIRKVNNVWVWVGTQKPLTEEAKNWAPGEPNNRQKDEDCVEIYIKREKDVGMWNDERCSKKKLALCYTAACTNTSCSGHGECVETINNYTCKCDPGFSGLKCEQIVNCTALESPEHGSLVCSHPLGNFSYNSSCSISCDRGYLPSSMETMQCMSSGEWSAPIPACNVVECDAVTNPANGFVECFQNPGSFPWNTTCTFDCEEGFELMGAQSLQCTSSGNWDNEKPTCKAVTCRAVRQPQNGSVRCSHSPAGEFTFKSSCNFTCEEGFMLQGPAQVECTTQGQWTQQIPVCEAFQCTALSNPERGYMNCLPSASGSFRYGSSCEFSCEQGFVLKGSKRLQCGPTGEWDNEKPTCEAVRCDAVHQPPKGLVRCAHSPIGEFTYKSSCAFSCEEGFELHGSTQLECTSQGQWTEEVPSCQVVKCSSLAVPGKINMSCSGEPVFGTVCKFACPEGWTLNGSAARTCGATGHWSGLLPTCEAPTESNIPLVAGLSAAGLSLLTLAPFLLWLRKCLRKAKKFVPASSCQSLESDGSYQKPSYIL
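System: HUVEC, human umbilical vein endothelial cells; quantity: 3,000 cells/well; buffer or medium: EGM-2 medium, gelatin-coated wells; dosing: single-point compound dose; detection: immunofluorescence imaging; evaluation: % PE-positive cells; benchmarks: TNF-alpha, DMSO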
esBAF inh: inhibitors of esBAF chromatin remodeling in mouse ES cells; reporter increase, % at 12.5 µM; AID 602393; Bmi1-luciferase knock-in reporter, 24 h; 100% = twice the neutral-well signal; 2% of 350,000 active; in the data active means activation above about 40%; inconclusive means no clear call, values can overlap the other calls;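 further: 0% = median of the plate's neutral control wells and 100% = double that signal; a rise in the Bmi1 reporter signal indicates esBAF inhibition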
CASP6 VEID inh: inhibitors of human caspase-6 | purified caspase-6, Z-VEID-R110 cleavage fluorescence | inhibition, % at 12.5 µM | 0.53% of 350,000 active;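 active means mean inhibition across replicates at least about 35%, with every replicate also reaching that limit, limit read from the data; inconclusive means only one of the two criteria met; inactive means neither criterion met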;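 further: 0% = median of neutral control wells and 100% = no fluorescence left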
* = called active by the depositor; ? = inconclusive; . = not tested or not shown; & = joins results of further samples.

SMILES | RAD54 branch | RAD52 inh | ERp5 inh | PglD inh | ARNT TACC3 PPI | E-selectin induc | esBAF inh | CASP6 VEID inh
Cn1cnc(S(=O)(=O)N2CCCCN3[C@H](C2)[C@@H](c2ccc(C#CC4CC4)cc2)[C@@H]3CO)c1 | -9 | 8 | -7 | 1 | 0 | . | . | 0
C[C@@H]1CN([C@H](C)CO)C(=O)c2cc(C#CC3CCCC3)cnc2O[C@H]1CN(C)Cc1ccncc1 | -2 | 0 | 4 | -3 | 2 | -1.4 | 2 | -3
CCNC(=O)C[C@H]1CC[C@@H]2[C@H](COc3ccc(NC(=O)C4CCOCC4)cc3C(=O)N2C)O1 | -7 | 6 | -6 | 5 | -6 | 0.0 | -5 | -1
O=C1O[C@H](c2ccccc2)[C@H](c2ccccc2)N2[C@H]1[C@@H](C(=O)N1CCN(c3ncccn3)CC1)[C@]1(C(=O)Nc3ccc(C#CCCO)cc31)[C@H]2c1ccc(OCCO)cc1 | -8 | 23 | 4 | -8 | -17 | . | . | 2
Cc1cccc(C)c1OCc1nnc(SCC(=O)NCc2ccccc2)o1 | -1 | -5 | -2 | 7 | 6 | . | -1 | 2
O=C(C[C@H]1CC[C@@H]2[C@H](COC[C@H](O)CN2Cc2ccccc2)O1)NCCc1ccccc1 | -4 | -8 | 2 | 2 | -4 | 0.0 | -3 | 1
CSCCC(NC(=O)c1ccc(Br)cc1)C(=O)O (stereo unspecified) | 4 | -21 | -7 | 0 | -4 | 8.7 | -1 | 0
COCC(=O)N1C[C@@H](C)[C@H](OC)CN(C)C(=O)c2ccc(NC(=O)c3ccc(OC)cc3)cc2OC[C@@H]1C | 5 | -2 | 20 | 1 | -7 | -0.1 | -1 | .
O=C(NC[C@H]1N[C@H](CO)[C@@H]1c1ccc(C2=CCCCC2)cc1)C1CCCC1 | . | 5 | -1 | . | . | 0.2 | . | -2
C[C@H]1CN([C@@H](C)CO)C(=O)CCCn2nncc2CO[C@@H]1CN(C)S(=O)(=O)c1cn(C)cn1 | 0&3 | -12&0 | 9&-4 | -3&10 | 1 | 1.0&0.2 | -2&-2 | 8&0
Cc1cc(Br)ccc1NC(=O)C1CCN(C(=O)c2ccco2)CC1 | 0 | -20 | 3 | -1 | -17 | -0.1 | -7 | -7
O=c1oc2c3c4c(cc2c2c1CCC2)OCCN4CCC3 | 32 | . | . | 1 | -3 | . | 3 | .
CCOc1ccccc1N1CCN(C(=O)c2cccc(S(=O)(=O)N3CCOCC3)c2)CC1 | -4 | 4 | -3 | 1 | 2 | . | 12 | -3
O=c1o[nH]c(-c2ccccc2)c1C=Nc1ccc(Cl)cc1 | -11 | -27 | 0 | 4 | -3 | . | 1 | 1
Cc1ccc(CCCOC(=O)CN2CCCCC2)cc1 | . | -4 | -2 | . | 0 | . | . | -4
O=C(Nc1ccc(Cl)c(Cl)c1)Nc1nnc(CC2=CCCCC2)s1 | . | -7 | 0 | . | -4 | 0.2 | . | 0
CC1CCc2sc3nc(NCc4ccco4)n4ncnc4c3c2C1 (stereo unspecified) | -4 | . | . | 6 | -1 | . | -1 | .
C[C@H]1CCCCO[C@@H](CN(C)Cc2ccc3c(c2)OCO3)[C@@H](C)CN([C@@H](C)CO)C(=O)c2cc(NC(=O)c3ccncc3)ccc2O1 | 3 | 4 | 1 | 0 | -6 | -0.1 | -5 | 7
CC(=O)c1cccc(NC(=O)C2CCCN2S(=O)(=O)c2cccs2)c1 (stereo unspecified) | 1 | -15 | 9 | 1 | . | 0.2 | -3 | 2
Cc1cc(C)c2c(CN3CCCCC3)cc(=O)oc2c1 | 9 | -9 | 2 | -1 | -12 | -0.2 | 8 | -2
COc1ccc(NC(=O)N[C@@H]2CC[C@H](CCNS(=O)(=O)c3cccc(Cl)c3)O[C@@H]2CO)cc1 | -2 | -1 | 3 | -4 | . | 0.1 | -4 | -1
Cc1ccc(-c2cc(C(=O)NN3CCOCC3)c3cc(Br)ccc3n2)o1 | . | -32 | 4 | . | 5 | . | . | 1
CC(=O)N1CCN(C(=O)c2cccc(S(=O)(=O)N3CCOCC3)c2)CC1 | -8 | -2 | -6 | -6 | -5 | 0.9 | -3 | -1
COc1ccccc1-c1cc(SC)c(C#N)c(=O)o1 | . | -42 | 1 | . | -14 | ? | . | 1
C[C@H]1CN([C@@H](C)CO)C(=O)c2cc(NC(=O)C3CC3)ccc2O[C@H]1CN(C)S(=O)(=O)c1ccc(Cl)cc1 | 3 | 0 | -1 | -3 | 1 | 0.0 | 2 | 0
N#Cc1ccc(CSc2nnc(Nc3ccccc3)s2)cc1 | 0 | . | . | -2 | -2 | . | -3 | .
CSc1ncc(CN2CCN(C(C)C)C(CCO)C2)cn1 (stereo unspecified) | . | -4 | -4 | . | 2 | -2.0 | -4 | 5
Cc1ccc(S(=O)(=O)N(C)C[C@@H]2Oc3c(cccc3N(C)C)C(=O)N([C@H](C)CO)C[C@H]2C)cc1 | -11 | 1 | -6 | 4 | -5 | -14 | -2 | -1
O=C(NCC1CC1)[C@H]1[C@H](CO)[C@H]2Cn3c(cccc3=O)[C@@H]1N2CCc1ccccc1 | -7 | -4 | 0 | 1 | 3 | 0.0 | 4 | -2
CN(C)CC(=O)N[C@H]1CC[C@@H](CC(=O)NCc2ccccc2F)O[C@H]1CO | -5 | -12 | -1 | -1 | -8 | -0.1 | -1 | 1
CC(=O)Nc1cccc(C(=O)OCC(=O)NC(C)c2ccc(F)cc2)c1 (stereo unspecified) | . | -28 | 0 | . | 1 | 2.2 | . | 0
C[C@H]1CN([C@@H](C)CO)C(=O)Cc2cc(NS(C)(=O)=O)ccc2O[C@H]1CN(C)S(=O)(=O)c1cccs1 | -1 | -13 | 1 | 0 | 8 | 0.0 | 6 | 0
COc1ccc(-c2nc3nc(C)cc(=O)n3[nH]2)cc1 | 7 | -21 | -6 | 1 | 3 | . | -1 | -3
COc1ccccc1OCCCN1CCC(C(O)(c2ccccc2)c2ccccc2)CC1 | . | 9 | 4 | . | . | -0.1 | . | -7
Cc1nn(C)cc1CNC(=O)Nc1cccc(Cl)c1 | -12 | . | . | -5 | -2 | . | 38 | .
O=C(OCc1ccccc1)N1C=CC2CC1c1c(Cl)cccc12 (stereo unspecified) | -11 | -15 | 8 | -4 | -1 | -0.1 | -5 | 4
Cc1ccc2oc3nc(C)c(C(=O)Nc4cccc(C(F)(F)F)c4)cc3c(=O)c2c1 | 8 | . | . | -8 | 6 | . | 15 | .
C/C=C/c1ccc([C@H]2[C@@H](C#N)N(c3nc(CC)cs3)[C@@H]2CO)cc1 | 5 | -71 | 0 | -3 | -6 | 0.4 | 2 | 0
COc1ccccc1CNC(=O)Cc1ccccc1 | -8 | -13 | -7 | 2 | -2 | . | ? | -1
O=C(CNC(=O)c1ccccc1)N/N=C/c1ccc([N+](=O)[O-])s1 | . | -2 | 8 | . | 4 | . | . | 11

Brought forward from above: 2 compounds, then new ones.
SMILES | RAD54 branch | RAD52 inh | ERp5 inh | PglD inh | ARNT TACC3 PPI | E-selectin induc | esBAF inh | CASP6 VEID inh
COc1ccccc1CNC(=O)Cc1ccccc1 | -8 | -13 | -7 | 2 | -2 | . | ? | -1
O=C(CNC(=O)c1ccccc1)N/N=C/c1ccc([N+](=O)[O-])s1 | . | -2 | 8 | . | 4 | . | . | 11
CC(=O)c1ccc(-c2ccc([C@H]3[C@@H]4C=CCC[C@@]4(C)C(=O)N3Cc3ccccc3)c(F)c2)cc1 | 0 | 0 | 2 | 6 | -3 | 0.3 | 2 | -1
COc1ccc(C(=O)NNC(=O)CCn2nnc(-c3ccc(Cl)cc3)n2)cc1OC | . | -23 | 5 | . | -5 | -0.7 | . | 0
O=C(NCCCCc1ccccc1)c1ccc(Br)cc1 | 3 | 4 | 4 | -1 | -4 | 0.2 | 12 | -3
CCCC(=NCc1ccccc1)C1=C(O)C(C(=O)OC)C(C)(C)CC1=O (stereo unspecified) | 1 | -23 | ? | 4 | -7 | . | 4 | 1
CCCNC(=O)N1CC(=O)N2[C@H](CO)[C@@H](c3ccc(C#Cc4cccc(F)c4)cc3)[C@H]2C1 | . | -6 | 5 | . | . | -0.6 | . | 1
COC(=O)C(C)(C)ONC(=O)Nc1ccccc1Br | -7 | 8 | 4 | 0 | -7 | . | . | -5
CC(=O)c1cccc(NC(=S)NC(=O)c2ccccc2Br)c1 | . | -7 | 4 | . | -6 | . | . | 0
N#Cc1nc(Cc2cccc3ccccc23)oc1N1CCOCC1 | 2 | -12 | 5 | 6 | 26 | . | 4 | 0
CC(=O)NC[C@H]1[C@@H](c2ccc(-c3cccc(F)c3)cc2)[C@H](CO)N1C(C)=O | 1 | -1 | 4 | -4 | -2 | 0.0 | 4 | 1
CN1c2ccc(Cl)cc2C(=O)NC1c1ccc([N+](=O)[O-])s1 (stereo unspecified) | 3 | -5 | -3 | -2 | 7 | . | 3 | 0
CCOC(=O)c1[nH]c2ccccc2c1NC(=O)Nc1ccc(OC)cc1 | 4 | . | . | 2 | 1 | . | -6 | .
O=C(CSc1nnc(-c2ccc(OC(F)F)cc2)o1)N1CCOCC1 | 2 | . | . | 2 | -11 | . | 27 | .
C/C(=N\N1CCN(c2ccccc2)CC1)c1cccs1 | . | -11 | 9 | . | -8 | -0.2 | 9 | -3
COc1ccc(NC(=O)CSc2nnc(C)c3ccccc23)cc1 | -17 | -70 | 1 | 9 | 6 | . | -4 | 5
CCOc1ccc(NC(=O)C(C)Oc2ccccc2C(=O)Nc2ccc(C)c(Cl)c2)cc1 (stereo unspecified) | 3 | . | . | 1 | 19 | . | 11 | .
C[C@@H]1CN([C@@H](C)CO)S(=O)(=O)c2ccc(-c3ccccc3F)cc2O[C@H]1CN(C)S(C)(=O)=O | 3 | -5 | 6 | 2 | -1 | -0.5 | 1 | 0
COc1cccc(OC)c1C(=O)Nc1ccccc1N1CCCCC1 | -4 | -6 | 1 | 3 | 0 | 0.0 | -9 | -1
COC(=O)c1ccccc1OCC(=O)N1CCN(c2ccc(Cl)cc2)CC1 | 12 | . | . | -2 | 23 | . | -6 | .
O=C(NC1(C(F)(F)F)NC(=O)N(C2CCCCC2)C1=O)C1CC1 (stereo unspecified) | -7 | -25 | 7 | -3 | -1 | 2.4 | 1 | 5
Cc1c(Cl)cnc(NC(=O)COC(=O)c2ccc([N+](=O)[O-])s2)c1Cl | -9 | -48 | 0 | -5 | . | -0.1 | -9 | 17
CCCC1=Nc2cc(C(=O)NCCN3CCOCC3)ccc2Sc2ccc(C)cc21 | 2 | 2 | 3 | -1 | 13 | . | 2 | -1
Cc1cnc(CN(C)Cc2c(C(=O)N3CCc4ccccc4C3)nc3ccc(Cl)cn23)[nH]1 | -1 | -16 | -2 | -4 | 10 | . | 3 | -1
COc1ccc(/C=C2\SC(=S)N(CC(=O)N3CCN(C)CC3)C2=O)cc1 | -7 | -11 | 0 | 0 | . | . | . | 0
CCOc1ccc(-c2cc3nc(C4CCN(C(=O)OC(C)(C)C)CC4)c(C(=O)O)cn3n2)cc1 | 3 | . | . | 0 | -6 | . | 11 | .
COc1cc(SC)ccc1C(=O)Nc1ccc(OCC(=O)N2CCOCC2)cc1 | 4 | -10 | -1 | 0 | -1 | 0.0 | 17 | 0
O=C(NCC1CCN(Cc2ccccc2)CC1)[C@H]1O[C@@H](n2ccc(=O)[nH]c2=O)[C@H](O)[C@@H]1O | . | -17 | -3 | . | . | 6.3 | . | -2
O=C(COC(=O)c1cccc(Cl)c1)NC1CCCCCCC1 | -2 | -26 | -2 | -3 | 0 | . | -4 | -2

This is a random part of the collection; overall some 3.2% were active at least once.
